TRPC6 inhibitor: inhibitors of mouse TRPC6 channel. Q61143. HEK293-TRPC6, membrane potential dye, ACh-evoked depolarization; active compounds read low. B-score at 10 µM. 310,000 compounds, 1.1% hits. AID 2553;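 active means B-score under library mean minus 3 SD, initial fluorescence not abnormally high, positive integrated signal ratio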;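 further: B-score derived from integrated fluorescence ratio over the kinetic read; more negative B-score means stronger inhibition of depolarization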
Target sequence (Q61143 whole entry, looked up): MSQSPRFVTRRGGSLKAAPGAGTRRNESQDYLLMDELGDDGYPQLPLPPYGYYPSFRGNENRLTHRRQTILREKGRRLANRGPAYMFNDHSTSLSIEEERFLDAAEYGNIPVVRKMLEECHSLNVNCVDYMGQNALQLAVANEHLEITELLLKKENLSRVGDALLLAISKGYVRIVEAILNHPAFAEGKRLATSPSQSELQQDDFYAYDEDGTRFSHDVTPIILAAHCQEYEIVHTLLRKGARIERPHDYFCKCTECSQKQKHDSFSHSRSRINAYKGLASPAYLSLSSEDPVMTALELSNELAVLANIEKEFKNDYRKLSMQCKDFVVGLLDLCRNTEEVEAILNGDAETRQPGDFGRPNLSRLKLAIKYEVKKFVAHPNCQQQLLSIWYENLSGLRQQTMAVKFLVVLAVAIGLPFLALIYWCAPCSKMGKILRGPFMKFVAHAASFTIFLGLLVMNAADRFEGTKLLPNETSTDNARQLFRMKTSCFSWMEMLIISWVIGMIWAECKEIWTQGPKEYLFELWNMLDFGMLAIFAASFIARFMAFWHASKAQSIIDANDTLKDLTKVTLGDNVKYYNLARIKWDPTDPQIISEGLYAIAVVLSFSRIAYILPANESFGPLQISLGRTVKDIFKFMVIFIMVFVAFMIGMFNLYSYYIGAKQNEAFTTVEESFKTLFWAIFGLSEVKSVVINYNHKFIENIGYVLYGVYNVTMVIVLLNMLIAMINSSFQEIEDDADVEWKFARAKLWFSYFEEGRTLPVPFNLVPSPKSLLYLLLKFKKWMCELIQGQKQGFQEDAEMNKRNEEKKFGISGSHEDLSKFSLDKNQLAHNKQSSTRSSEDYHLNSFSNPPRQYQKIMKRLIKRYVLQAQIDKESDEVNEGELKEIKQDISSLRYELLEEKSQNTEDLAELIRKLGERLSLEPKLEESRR
MrgX1 PAM: allosterically activates human MrgX1 receptor signaling; B-score at 10 µM; Q96LB2; AID 588675; 310,000 compounds, 0.63% hits; MrgX1-HEK293, Fluo-4 calcium flux, FDSS; active compounds read high;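 active means plate-corrected calcium response at least 3 library SD above typical, normal starting fluorescence, not activating the receptor alone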;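 further: compound read alongside a low EC10 to EC30 dose of BAM8-22 agonist; peak minus trough fluorescence over baseline measured at the second addition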
ANO1 activ: activators or potentiators of mouse TMEM16A chloride channel; 340,000 compounds, 0.3% hits; HEK293 TMEM16A/YFP-H148Q/I152L, iodide quench fluorescence; active compounds read low; B-score at 10 µM; AID 623877;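 active means fluorescence-ratio B-score plate-corrected deviation score at least 3 library SD below zero, with starting fluorescence score within 5 deviations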;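 further: channel opened by trigger with iodide after compound preincubation; score built on the fluorescence ratio of max minus min over baseline; more negative score means more quench and so TMEM16A activation or potentiation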
MrgX1 ag: human MrgX1 receptor agonism, primary screen; Q96LB2; MrgX1-HEK293 cells, Fluo-4 calcium fluorescence, agonist mode; active compounds read high; B-score at 10 µM; 310,000 compounds, 0.44% hits; AID 588627;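 active means calcium response B-score plate-corrected fluorescence ratio at least 3 library SD, with starting fluorescence B-score inside 5 SD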
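System – MrgX1-expressing HEK293 cells · Incubation – cells plated overnight, dye loaded 0.5 h 37 °C, 0.5 h room temperature · Technique – kinetic Fluo-4 NW fluorescence of intracellular calcium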
TRPC4 agonist: opens the mouse TRPC4 cation channel; Q9QUQ5; HEK293 TRPC4beta/mu-opioid, Fluo4 calcium fluorescence; active compounds read high; B-score at 10 µM; 310,000 compounds, 0.49% hits;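 active means B-score above 5 SD of library B-scores, and initial fluorescence ratio not above library mean plus 5 SD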;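 further: positive B-score marks a calcium rise read as TRPC4 activation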
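system = HEK293 cells stably co-expressing mouse TRPC4beta and mu-opioid receptor | schedule = Fluo4 dye loading 45 min at room temperature, 110 s recording | measure = B-scored integrated calcium fluorescence ratio | signal = Fluo4 calcium-sensitive dye fluorescence, kinetic, 1 Hz baseline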
TRPC4 block: inhibitors of mouse TRPC4 channel; Q9QUQ5; HEK293 TRPC4beta/mu-opioid, DAMGO-evoked Fluo4 calcium flux; active compounds read low; B-score at 10 µM; 300,000 compounds, 0.39% hits; AID 2247;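 active means B-score over 3 SD under the library average, no early fluorescence shift, positive overall ratio signal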
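Signal: kinetic Fluo4 fluorescence imaging of calcium influx. Material: stable TRPC4beta/mu-opioid receptor HEK293 cells. Probe or stimulus: DAMGO in two steps, submaximal then maximal.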
TRPC6 activator: mouse TRPC6 channel activation; Q61143; HEK293-TRPC6 membrane potential dye fluorescence; active compounds read high; B-score at 10 µM; 310,000 compounds, 0.13% hits;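 active means B-score of the integrated fluorescence ratio above library mean plus 3 SD, and starting fluorescence ratio within library mean plus 5 SD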;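 further: higher score means more depolarization so channel activation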
TMEM16A inh: inhibitors of mouse TMEM16A calcium-activated chloride channel; Q8BHY3; AID 588511; normalized B-score (activity score, 25-100; higher = stronger inhibition) at 10 µM; 310,000 compounds, 1.2% hits; HEK293 TMEM16A/YFP iodide influx fluorescence, ionomycin;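 active means ratio plate-corrected score three or more library SD toward inhibition, starting fluorescence score within five deviations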;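 further: score derived from kinetic fluorescence span divided by baseline fluorescence per well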
TRPC4 potent: allosterically enhances the mouse TRPC4 cation channel. HEK293 TRPC4beta/mu-opioid, DAMGO EC20, Fluo-4 Ca2+ flux; active compounds read high. B-score at 10 µM. Q9QUQ5. 310,000 compounds, 0.42% hits;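 active means B-score of calcium response area above 5 SD of library B-scores, with initial fluorescence ratio within 5 SD of library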;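 further: B-score of integrated fluorescence ratio over time as area under calcium response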
MrgX1 antagonist: antagonists of human MrgX1 receptor; MRGX1-HEK293 calcium flux, Fluo-4, BAM8-22 antagonism; active compounds read low; B-score at 10 µM; 310,000 compounds, 1.3% hits;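 active means calcium-response B-score plate-corrected more than 3 library SD below zero, starting fluorescence within 5 deviations, no agonist response on first addition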;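 further: peak minus trough fluorescence over baseline after final BAM8-22 challenge near maximal dose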
RGS4 block: human RGS4 inhibition | P49798 | HEK293 M3R/RGS4 inducible, Fluo-4 calcium flux; active compounds read high; triggered by carbachol at its EC20 | B-score at 10 µM | 310,000 compounds, 0.45% hits;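 active means B-score, a plate-corrected calcium signal, over three deviations above library mean, with baseline fluorescence within five deviations of library mean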;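 further: RGS4 expression induced by doxycycline in cells with stable M3 receptor; B-score is computed from the integrated fluorescence ratio over baseline after carbachol; higher B-score means a larger calcium signal and so more RGS4 inhibition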
The depositor's hits bear a star; i = inactive; . = no result given.

SMILES | TRPC6 inhibitor | MrgX1 PAM | ANO1 activ | MrgX1 ag | TRPC4 agonist | TRPC4 block | TRPC6 activator | TMEM16A inh | TRPC4 potent | MrgX1 antagonist | RGS4 block
CC(=O)c1cccc(NC(=O)C(C)OC(=O)c2cc(=O)[nH]c3ccccc23)c1 (configuration not stated) | i | i | i | i | i | i | i | i | i | i | i
COC1CCN(C(=O)c2ccc(OC3CCN(Cc4ccccn4)CC3)cc2)CC1 | i | i | i | i | i | i | i | i | i | i | i
Cc1ccccc1-c1nc(CS(=O)CC(=O)NC(C)CCc2ccccc2)c(C)o1 (configuration not stated) | i | i | i | i | i | i | i | i | i | i | i
CCSc1ccccc1C(=O)N1CCN(c2ccc([N+](=O)[O-])cc2)CC1 | i | i | i | i | i | i | i | i | i | i | i
CCSc1nnc(NC(=O)c2cccc(S(=O)(=O)N(C)c3ccccc3)c2)s1 | i | i | i | i | i | i | i | i | i | i | i
CCc1nc2ccc(C(=O)N3CCN(c4cc(C)ccc4C)CC3)cc2nc1CC | i | i | i | i | i | i | i | i | i | i | i
Cc1cccc(NC(=O)CSc2ccc(-c3ccccn3)nn2)c1C | i | i | i | i | i | i | i | i | i | i | i
CC(C(=O)N1CCN(C2c3ccccc3-c3ccccc32)CC1)N1C(=O)c2ccccc2C1=O (configuration not stated) | i | i | i | i | i | i | i | i | i | i | i
Cc1ccc(-c2nc(NC(=O)CSc3nnc(C)s3)ns2)cc1 | i | i | i | i | i | i | i | i | i | i | i
Cc1nn(Cc2ccc(Cl)cc2)c(=O)n1N(C)c1ncc(C(F)(F)F)cc1Cl | i | i | i | i | i | i | i | i | i | i | i
CSCCC(NC(=O)c1ccco1)C(=O)NC1CCCCCC1 (configuration not stated) | i | i | i | i | i | i | i | i | i | i | i
Cc1cc(C)c(NC(=O)CN2CCCCCC2)c(C)c1 | i | i | i | i | i | i | i | i | i | i | i
CCC(C)NC(=O)Cn1c(=O)n(CCCCCC(=O)Nc2ccccc2)c(=O)c2sccc21 (configuration not stated) | i | i | i | i | i | i | i | i | i | i | i
C(=N/N1CCN(c2ccccc2)CC1)/c1cccs1 | i | i | i | i | i | i | i | i | i | i | i
Cc1nc(SCC(=O)NC(C)(C#N)C2CC2)c2c(-c3cccs3)csc2n1 (configuration not stated) | i | i | i | i | i | i | i | i | i | i | i
COc1ccccc1NC(=O)N(Cc1ccco1)Cc1cc2cc(C)cc(C)c2[nH]c1=O | i | i | i | i | i | i | i | i | i | i | i
COc1ccc(/C=C2/SC(=S)N(CCCC(=O)Nc3cccc(O)c3)C2=O)cc1 | i | i | i | i | i | i | i | i | i | i | i
CCSc1ncc(Cl)c(C(=O)Nc2ccc(S(N)(=O)=O)cc2)n1 | i | i | i | i | i | i | i | i | i | i | i
CC(C)[C@H](NC(=O)C1CCN(S(=O)(=O)c2ccccc2)CC1)C(=O)NCc1ccc(F)cc1 | i | i | i | i | i | i | i | i | i | i | i
COc1ccc(C2CC(C(F)(F)F)n3nc(C(=O)NCc4cn(C)nc4C)c(Cl)c3N2)cc1 (configuration not stated) | i | i | i | i | i | i | i | i | i | i | i
COc1cnc(SC(C)C)[nH]c1=O | i | i | i | i | i | i | i | i | i | i | i
CC(=O)c1c(C)n(-c2ccccc2Br)c2ccc(O)cc12 | i | i | i | i | i | i | i | i | i | i | i
Cc1ccc(S(=O)(=O)N2CCOC23CCN(C(=O)c2ccc(Cl)cc2Cl)CC3)cc1 | i | i | i | i | i | i | i | i | i | i | i
O=C(CN1CCN(c2ncc(C(F)(F)F)cc2Cl)CC1)NC(=O)NCc1ccccc1 | i | i | i | i | i | i | i | i | i | i | i
COc1ccc(N2CCN(C(=O)CSc3ccc([N+](=O)[O-])cc3)CC2)cc1 | i | i | i | i | i | i | i | i | i | i | i
COc1cc(/C=C/C(=O)OC(C)C(=O)Nc2c(C)n(C)n(-c3ccccc3)c2=O)ccc1OCC#N (configuration not stated) | i | i | i | i | i | i | i | i | i | i | i
Cc1ccnc(NS(=O)(=O)c2ccc(NC(=O)Cc3c(F)cccc3Cl)cc2)n1 | i | i | i | i | i | i | i | i | i | i | i
CC(=O)Nc1cc(C)nn1-c1nc2ccccc2s1 | i | i | i | i | i | i | i | i | i | i | i
O=C(COC(=O)CCCN1C(=O)c2cccc3cccc(c23)C1=O)Nc1ccc(Cl)cc1 | i | i | i | i | i | i | i | i | i | i | i
O=C(NCCc1csc(-c2cccnc2)n1)c1ccco1 | i | i | i | i | i | i | i | i | i | i | i
COc1ccc(C(=O)N/C(=C\c2cn(C)c3ccccc23)C(=O)N2CCN(C)CC2)cc1OC | i | i | i | i | i | i | i | i | i | i | i
CC(=O)c1ccc(N2CCN(S(=O)(=O)c3ccc(-c4cnc(C5CC5)o4)cc3)CC2)cc1 | i | i | i | i | i | i | i | i | i | i | i
CCOC(=O)C1=C(C)N(C)C(=S)NC1c1c(OCC)ccc2ccccc12 (configuration not stated) | i | i | i | i | i | i | i | i | i | i | i
Oc1ccc(-c2cn3ccccc3n2)cc1O | i | i | i | i | i | i | i | i | i | i | i
CC(C)(C)OC(=O)CNC(=O)c1[nH]cnc1C(=O)NC(c1ccccc1)c1ccccc1 | i | i | i | i | i | i | i | i | i | i | i
Cc1cc2nc(N)sc2cc1[N+](=O)[O-] | i | i | i | i | i | i | i | i | i | i | i
CCc1cc2ccc(OC)cc2nc1SCC(=O)N1CCN(C(=O)c2ccco2)CC1 | i | 6.6* | i | i | i | i | i | i | i | i | i
O=C(CNS(=O)(=O)c1ccc(Br)cc1)N1CCOCC1 | i | i | i | i | i | i | i | i | i | i | i
Cc1cccc(C)c1NC(=O)COC(=O)c1cccc2c1C(=O)c1ccccc1C2=O | i | i | i | i | i | i | i | i | i | i | i
Cc1cc(C)c(C#N)c(SC(F)F)n1 | i | i | i | i | i | i | i | i | i | i | i
O=C(O)c1cccc(-n2c(O)c(C=C3N=c4ccccc4=N3)sc2=S)c1 | i | i | i | i | i | i | i | i | i | i | i
Cc1cc(/C=N/N2CCN(C)CC2)c(C)n1-c1ccccc1F | i | i | i | i | i | i | i | i | i | i | i
Cc1ccc2c(c1)N(CC(=O)NCCCN1CCCC1)C(=O)CO2 | i | i | i | i | i | i | i | i | i | i | i
CN(NC(N)=O)c1ncc(C(F)(F)F)cc1Cl | i | i | i | i | i | i | i | i | i | i | i
COc1cc(CC(=O)OCC(=O)NCC(C)C)cc(OC)c1OC | i | i | i | i | i | i | i | i | i | i | i
O=C(Oc1ccc(F)cc1)N1CCOCC1 | i | i | i | i | i | i | i | i | i | i | i
COc1ccc(/C=N/NC(=O)c2[nH]c3ccc(Br)cc3c2-c2ccccc2)c(C(=O)O)c1OC | i | i | i | i | i | i | i | i | i | i | i
O=C(NC1(C(F)(F)F)NC(=O)N(CCc2ccccc2)C1=O)C1CC1 (configuration not stated) | i | i | i | i | i | i | i | i | i | i | i
COc1ccc(C(C(=O)NC2CCCC2)N(C(=O)c2snc(C(N)=O)c2N)c2cc(C)ccc2OC)cc1OC (configuration not stated) | i | i | i | i | i | i | i | i | i | i | i
O=C(c1ccco1)N1CCCC(c2nc3c(nnn3Cc3ccc(F)cc3)c(=O)[nH]2)C1 (configuration not stated) | i | i | i | i | i | i | i | i | i | i | i
Next part
SMILES | TRPC6 inhibitor | MrgX1 PAM | ANO1 activ | MrgX1 ag | TRPC4 agonist | TRPC4 block | TRPC6 activator | TMEM16A inh | TRPC4 potent | MrgX1 antagonist | RGS4 block
O=C(COCc1ccccc1)N[C@@H](Cc1ccc(O)cc1)C(=O)O | i | i | i | i | i | i | i | i | i | i | i
Cc1ccccc1NS(=O)(=O)c1cc(C(=O)Nc2cccc(N(C)S(C)(=O)=O)c2)ccc1C | i | i | i | i | i | i | i | i | i | i | i
Cc1ccc(S(=O)(=O)N(C)Cc2cc3cc(C)ccc3[nH]c2=O)cc1 | i | i | i | i | i | i | i | i | i | i | i
O=C(CCCN1C(=O)c2ccccc2C1=O)NCCc1ccc(OC(F)F)cc1 | i | i | i | i | i | i | i | i | i | i | i
C[C@@H](C(=O)NCc1ccccc1)[C@@H]1C[C@@]1(C)[C@@H](NC(=O)OCc1ccccc1)c1ccccc1 | i | i | i | i | i | i | i | i | i | i | i
CC1CCCCN1CC(O)COCc1ccc(Cl)cc1 (configuration not stated) | i | i | i | i | i | i | i | i | i | i | i
O=C(NCc1ccccc1)/C(=C/c1cccc([N+](=O)[O-])c1)NC(=O)c1ccco1 | i | i | i | i | i | i | i | i | i | i | i
C/C(=N\Nc1nc2ccccc2c(=O)n1O)c1ccco1 | i | i | i | i | i | i | i | i | i | i | i
Cc1ccc2c(c1)COc1c3ccc(C(=O)N4CCOCC4)cc3nn1-2 | i | i | i | i | i | i | i | i | i | i | i
COc1ccc(C)cc1Nc1n[n+](C)c(-c2c3ccccc3cc3ccccc23)s1 | i | i | i | i | i | i | i | i | i | i | i
COc1cc(C(=O)Nc2ccccn2)cc(OC)c1OC | i | i | i | i | i | i | i | i | i | i | i
c1ccc(CCCNc2ncccn2)cc1 | i | i | i | i | i | i | i | i | i | i | i
CC(C)N1CCC(N2CCN(Cc3cnc(-c4ccccc4)s3)CC2CCO)CC1 (configuration not stated) | i | i | i | i | i | i | i | i | i | i | i
CC(OC(=O)c1ccc(F)cc1)C(=O)Nc1nc(-c2cccc([N+](=O)[O-])c2)cs1 (configuration not stated) | i | i | i | i | i | i | i | i | i | i | i
Cc1noc(C)c1S(=O)(=O)N1CCN(c2ccc(Cl)cc2)CC1 | i | i | i | i | i | i | i | i | i | i | i
Cc1[nH]c2ccc(CNS(=O)(=O)c3ccc(S(=O)(=O)N4CCOCC4)cc3)cc2c1C | i | i | i | i | i | i | i | i | i | i | i
O=C(CCCN1CCC(O)(c2cccc(C(F)(F)F)c2)CC1)c1ccc(F)cc1 | . | i | i | i | . | . | . | i | . | i | .

Screens: PubChem, Johns Hopkins Ion Channel Center
